Mtb BioA inh = inhibitors of Mycobacterium tuberculosis BioA enzyme | purified M. tuberculosis BioA enzyme, plate reader | inhibition, % at 9.99 µM | actives 0.096% (n = 360,000); in the data active = inhibition above about 40%
Numbers without * were called inactive. Only part of the results is shown (hit frequency here may not be typical).

SMILES	Mtb BioA inh
CCCC#Cc1ccc2c(c1)O[C@H](CN(C)Cc1ccc3c(c1)OCO3)[C@H](C)CN([C@@H](C)CO)S2(=O)=O	-0.9
C[C@@H]1CCCCO[C@@H](CN(C)C(=O)Nc2ccccc2)[C@H](C)CN([C@@H](C)CO)C(=O)c2cc(NC(=O)Cc3ccccc3)ccc2O1	0.1
C[C@@H]1CN([C@@H](C)CO)C(=O)c2cc(C3=CCCC3)cnc2O[C@H]1CN(C)C(=O)C1CCOCC1	-1.8
CN1CCN(C(=O)C[C@@H]2C[C@H]3c4cc(NS(=O)(=O)c5ccc(F)cc5)ccc4O[C@H]3[C@@H](CO)O2)CC1	-1.2
Cc1ccc(S(=O)(=O)Nc2cccc3c2O[C@@H](CN(C)S(=O)(=O)c2ccccc2)[C@@H](C)CN([C@H](C)CO)C3=O)cc1	1.5
C[C@H]1CN([C@@H](C)CO)C(=O)c2cc(NC(=O)Nc3ccccc3)ccc2O[C@H]1CN(C)Cc1ccc2c(c1)OCO2	-1.4
CCCNC(=O)Nc1ccc2c(c1)C(=O)N(C)C[C@H](OC)[C@H](C)CN(Cc1ccccn1)[C@@H](C)CO2	-1.7
C[C@@H]1CCCCO[C@@H](CN(C)CC2CCCCC2)[C@@H](C)CN([C@H](C)CO)C(=O)c2cc(NC(=O)c3ccccc3)ccc2O1	0.9
CC(C)C#Cc1ccc2c(c1)O[C@H](CN(C)CC1CC1)[C@H](C)CN([C@H](C)CO)S2(=O)=O	3.0
C[C@@H]1CN([C@H](C)CO)C(=O)c2cc(-c3ccccc3)cnc2O[C@H]1CN(C)C	-2.5
Cc1ccc(S(=O)(=O)N(C)C[C@H]2Oc3c(NC(=O)c4ccncc4)cccc3C(=O)N([C@H](C)CO)C[C@@H]2C)cc1	0.1
Cc1ccccc1S(=O)(=O)N[C@@H]1CC[C@H](CCn2cc(-c3ccc(F)cc3)nn2)O[C@@H]1CO	1.7
C[C@@H]1CN([C@@H](C)CO)C(=O)c2cc(NC(=O)CCN3CCOCC3)ccc2O[C@H]1CN(C)Cc1ccc(C(F)(F)F)cc1	0.7
CC(C)NC(=O)N[C@@H]1CC[C@@H](CCNC(=O)C2CCCC2)O[C@@H]1CO	-3.8
O=C(Nc1cccc(Cl)c1)N1C[C@H]2[C@@H](c3ccccc31)[C@H](CO)N2Cc1ccccc1Cl	-2.0
C[C@H]1CN([C@@H](C)CO)S(=O)(=O)c2ccc(-c3ccccc3)cc2O[C@@H]1CN(C)Cc1ccncc1	3.5
COc1ccc(S(=O)(=O)N(C)C[C@H]2OCCCC[C@H](C)Oc3ccc(NC(=O)c4ccncc4)cc3C(=O)N([C@@H](C)CO)C[C@@H]2C)cc1	-0.9
C[C@H]1CCCCO[C@@H](CN(C)C(=O)c2ccncc2)[C@@H](C)CN([C@@H](C)CO)C(=O)c2cc(NS(=O)(=O)c3ccc(Cl)cc3)ccc2O1	0.2
C[C@H]1CN([C@@H](C)CO)C(=O)c2cc(NC(=O)Cc3cn(C)c4ccccc34)ccc2O[C@@H]1CN(C)S(=O)(=O)c1cccs1	-3.3
CO[C@H]1CN(C)C(=O)c2ccc(NC(=O)C3CC3)cc2OC[C@@H](C)N(C(C)=O)C[C@@H]1C	1.1

3 neighbouring compounds from above, for reference:
SMILES	Mtb BioA inh
C[C@H]1CCCCO[C@@H](CN(C)C(=O)c2ccncc2)[C@@H](C)CN([C@@H](C)CO)C(=O)c2cc(NS(=O)(=O)c3ccc(Cl)cc3)ccc2O1	0.2
C[C@H]1CN([C@@H](C)CO)C(=O)c2cc(NC(=O)Cc3cn(C)c4ccccc34)ccc2O[C@@H]1CN(C)S(=O)(=O)c1cccs1	-3.3
CO[C@H]1CN(C)C(=O)c2ccc(NC(=O)C3CC3)cc2OC[C@@H](C)N(C(C)=O)C[C@@H]1C	1.1

(further entries)
SMILES	Mtb BioA inh
COc1ccc(C#Cc2cnc3c(c2)C(=O)N([C@H](C)CO)C[C@H](C)[C@H](CN(C)C)O3)cc1OC	-1.9
CCCN1C[C@@H](C)[C@@H](OC)CN(C)C(=O)c2cc(NC(=O)c3ccc(F)cc3)ccc2OC[C@H]1C	3.0
Cc1noc(C)c1S(=O)(=O)Nc1ccc2c(c1)C(=O)N([C@H](C)CO)C[C@H](C)[C@@H](CN(C)S(C)(=O)=O)OCCCC[C@@H](C)O2	-1.7
CO[C@H]1CN(C)C(=O)c2ccc(NC(C)=O)cc2OC[C@@H](C)N(Cc2ccncc2)C[C@H]1C	-2.5
C[C@@H]1CN([C@H](C)CO)S(=O)(=O)c2ccc(-c3cncnc3)cc2O[C@@H]1CN(C)C(=O)c1cccc(F)c1	0.2
COc1ccccc1C#Cc1ccc2c(c1)O[C@H](CN(C)C)[C@@H](C)CN([C@H](C)CO)S2(=O)=O	-0.6
C[C@@H]1CN([C@@H](C)CO)S(=O)(=O)c2ccc(C3=CCCC3)cc2O[C@@H]1CN(C)C(=O)C1CCCCC1	-0.2
CO[C@@H]1CN(C)C(=O)c2ccc(NC(=O)C3CCOCC3)cc2OC[C@H](C)N(CC2CC2)C[C@@H]1C	-3.9
C[C@@H]1CCCCO[C@@H](CN(C)C(=O)Nc2ccc(F)cc2)[C@H](C)CN([C@H](C)CO)C(=O)c2cc(NS(C)(=O)=O)ccc2O1	-0.1
COCC(=O)Nc1ccc2c(c1)[C@@H]1C[C@@H](CC(=O)NCc3cc(F)ccc3F)O[C@@H](CO)[C@@H]1O2	2.0
Cc1ccc(S(=O)(=O)Nc2ccc3c(c2)C(=O)N([C@@H](C)CO)C[C@H](C)[C@H](CN(C)S(=O)(=O)c2ccc(Cl)cc2)OCCCC[C@@H](C)O3)cc1	-0.5
CO[C@H]1CC[C@@H]2CCOc3c(C#N)cccc3C(=O)N(C)CC3(CCCCC3)CC(=O)N(C)C[C@H]1O2	-1.1
CC(C)NC(=O)Nc1ccc2c(c1)C(=O)N([C@@H](C)CO)C[C@H](C)[C@H](CN(C)CC1CCCCC1)OCCCC[C@H](C)O2	2.7
C[C@@H]1CCCCO[C@H](CN(C)C(=O)CCC(F)(F)F)[C@@H](C)CN([C@H](C)CO)C(=O)c2cc(NC(=O)CCC(F)(F)F)ccc2O1	-1.0
CCCC(=O)Nc1ccc2c(c1)C(=O)N(C)[C@H]1CC[C@@H](CC(=O)N3CCc4ccccc4C3)O[C@H]1CO2	4.0
CO[C@@H]1CN(C)C(=O)c2ccc(NC(=O)c3ccccc3)cc2OC[C@@H](C)NC[C@H]1C	-0.7
CC(C)NC(=O)N1CCCCN2[C@H](CO)[C@@H](c3ccc(C#C[C@H](C)O)cc3)[C@H]2C1	-2.6
C[C@H]1CN([C@@H](C)CO)C(=O)Cc2cc(NC(=O)C3CCCCC3)ccc2O[C@@H]1CN(C)Cc1ccc(Cl)c(Cl)c1	-0.9
O=S(=O)(c1cccs1)N1CCCCN2[C@H](CO)[C@H](c3ccc(C4=CCCC4)cc3)[C@H]2C1	-5.0
Cc1noc(C)c1S(=O)(=O)N(C)C[C@@H]1OCCCC[C@H](C)Oc2ccc(NS(=O)(=O)c3ccc(Cl)cc3)cc2C(=O)N([C@@H](C)CO)C[C@H]1C	0.0
C[C@H](CO)N1C[C@H](C)[C@H](CN(C)S(=O)(=O)c2ccccc2)Oc2ccc(NC(=O)CCC(F)(F)F)cc2C1=O	1.0
O=C(C[C@@H]1C=C[C@H](NC(=O)C2CCC2)[C@@H](CO)O1)Nc1nccs1	-1.4
Cc1ccc(S(=O)(=O)Nc2cccc3c2O[C@@H](CN(C)C(=O)Nc2ccc(F)cc2)[C@H](C)CN([C@@H](C)CO)C3=O)cc1	-0.4
CO[C@@H]1CN(C)C(=O)c2ccc(NS(=O)(=O)c3ccccc3C)cc2OC[C@H](C)N(C)C[C@H]1C	-1.4
CN(C)C(=O)C[C@@H]1CC[C@@H]2[C@@H](COc3ccc(NC(=O)NCc4ccccc4)cc3C(=O)N2C)O1	-0.2
C[C@@H](NC(=O)C[C@@H]1CC[C@@H](NC(=O)Cc2ccccn2)[C@@H](CO)O1)c1ccccc1	-1.6
COc1ccc(CN(C)C[C@@H]2OCCCC[C@H](C)Oc3ccc(NC(=O)Nc4cccc5ccccc45)cc3C(=O)N([C@@H](C)CO)C[C@@H]2C)cc1	-2.2
O=C(CC(F)(F)F)N1C[C@@H]2[C@H](c3ccccc31)[C@@H](CO)N2C(=O)Cc1cccnc1	-2.1
CCCC#Cc1ccc2c(c1)O[C@@H](CN(C)Cc1ccccn1)[C@H](C)CN([C@@H](C)CO)S2(=O)=O	-0.3
C[C@H]1CCCCO[C@@H](CN(C)S(=O)(=O)c2ccccc2)[C@@H](C)CN([C@@H](C)CO)C(=O)c2cc(NC(=O)Nc3ccc(C(F)(F)F)cc3)ccc2O1	-1.1
C[C@H]1CN([C@@H](C)CO)C(=O)c2cc(NS(=O)(=O)c3cn(C)cn3)ccc2O[C@H]1CN(C)Cc1ccncc1	-2.7
C[C@@H]1CCCCO[C@H](CN(C)Cc2ccc(C(F)(F)F)cc2)[C@@H](C)CN([C@@H](C)CO)C(=O)c2cc(NS(=O)(=O)c3ccc(Cl)cc3)ccc2O1	-1.2
CC(=O)N(C)C[C@H]1Oc2cc(-c3cccc(F)c3)ccc2S(=O)(=O)N([C@@H](C)CO)C[C@@H]1C	0.0
O=C(C[C@H]1CC[C@@H]2[C@H](COC[C@@H](O)CN2C(=O)Nc2ccc(Cl)cc2)O1)NCC1CCCCC1	0.1
O=C(N[C@@H]1C=C[C@@H](CC(=O)N2CCc3ccccc3C2)O[C@H]1CO)C1CCC1	0.3
CO[C@H]1CN(C)C(=O)c2ccc(NS(=O)(=O)c3ccccc3Cl)cc2OC[C@H](C)NC[C@H]1C	-0.3
CCCC#Cc1cnc2c(c1)C(=O)N([C@H](C)CO)C[C@@H](C)[C@@H](CN(C)C(=O)NC1CCCC1)O2	0.0
C[C@@H]1CN([C@H](C)CO)C(=O)c2cc(NS(C)(=O)=O)ccc2O[C@@H]1CN(C)S(=O)(=O)c1ccccc1	-0.2
CCCC#Cc1ccc([C@@H]2[C@H](CO)N3CCCCN(Cc4cccnc4)C[C@@H]23)cc1	4.5
Cc1ccc(S(=O)(=O)N[C@@H]2CC[C@@H](CC(=O)NC3CCCCC3)O[C@H]2CO)cc1	0.7

Overlap with the part before: 5 entries, followed by the next part.
SMILES	Mtb BioA inh
CO[C@H]1CN(C)C(=O)c2ccc(NS(=O)(=O)c3ccccc3Cl)cc2OC[C@H](C)NC[C@H]1C	-0.3
CCCC#Cc1cnc2c(c1)C(=O)N([C@H](C)CO)C[C@@H](C)[C@@H](CN(C)C(=O)NC1CCCC1)O2	0.0
C[C@@H]1CN([C@H](C)CO)C(=O)c2cc(NS(C)(=O)=O)ccc2O[C@@H]1CN(C)S(=O)(=O)c1ccccc1	-0.2
CCCC#Cc1ccc([C@@H]2[C@H](CO)N3CCCCN(Cc4cccnc4)C[C@@H]23)cc1	4.5
Cc1ccc(S(=O)(=O)N[C@@H]2CC[C@@H](CC(=O)NC3CCCCC3)O[C@H]2CO)cc1	0.7
C[C@H](CO)N1C[C@H](C)[C@@H](CN(C)Cc2ccc(C(=O)O)cc2)Oc2ccc(NS(=O)(=O)c3ccc(Cl)cc3)cc2C1=O	1.7
COc1ccc(S(=O)(=O)Nc2ccc3c(c2)CC(=O)N([C@H](C)CO)C[C@H](C)[C@@H](CN(C)S(=O)(=O)c2ccc(F)cc2)O3)cc1	-0.3
CO[C@H]1CN(C)C(=O)c2cc(NS(C)(=O)=O)ccc2OC[C@@H](C)N(C(=O)CN(C)C)C[C@H]1C	-0.6
CN(C)C(=O)[C@H]1[C@H](CO)[C@H]2Cn3c(ccc(C4=CCCCC4)c3=O)[C@@H]1N2Cc1ccccc1F	-1.0
C[C@@H]1CN([C@H](C)CO)C(=O)c2cc(NC(=O)Nc3cccc4ccccc34)ccc2O[C@@H]1CN(C)Cc1ccc(-c2ccccc2)cc1	-1.5
CO[C@@H]1CN(C)C(=O)c2ccc(NC(=O)C3CC3)cc2OC[C@H](C)N(C(=O)c2cccnc2)C[C@H]1C	-5.1
C[C@@H]1CCCCO[C@@H](CN(C)C)[C@@H](C)CN([C@H](C)CO)C(=O)c2cc(NS(=O)(=O)c3cccs3)ccc2O1	2.5
CN(C)C(=O)C[C@@H]1CC[C@@H]2[C@H](COc3ccc(NS(=O)(=O)c4cccc(F)c4)cc3C(=O)N2C)O1	-0.3
CC(C)NC(=O)Nc1ccc2c(c1)C(=O)N([C@@H](C)CO)C[C@@H](C)[C@H](CN(C)C(=O)c1ccncc1)OCCCC[C@H](C)O2	-1.1
CN(C)c1ccc2c(c1)[C@H]1C[C@H](CC(=O)NCc3ccccc3)O[C@H](CO)[C@H]1O2	0.4
O=C(C[C@@H]1C[C@@H]2c3cc(NC(=O)CC4CC4)ccc3O[C@@H]2[C@@H](CO)O1)NCCN1CCCCC1	-0.6
OC[C@@H]1[C@@H](c2ccc(C#Cc3ccccc3)cc2)[C@H]2CN(Cc3cncnc3)CCCCN12	-1.9
C[C@H](CO)N1C[C@H](C)[C@H](CN(C)Cc2cncnc2)Oc2ncc(-c3cncnc3)cc2C1=O	-0.7
COc1ccccc1NC(=O)N(C)C[C@@H]1OCc2cn(nn2)CCCC(=O)N([C@@H](C)CO)C[C@@H]1C	-0.7
C[C@@H]1CN([C@H](C)CO)C(=O)c2cc(-c3cccc(F)c3)cnc2O[C@H]1CN(C)Cc1ccncc1	0.1
C[C@H](CO)N1C[C@H](C)[C@H](CN(C)S(=O)(=O)c2ccc(Cl)cc2)Oc2ccc(N(C)C)cc2CC1=O	-0.3
O=C(N[C@H]1CC[C@@H](CCNC(=O)C2CCOCC2)O[C@@H]1CO)c1ccncc1	0.7
C[C@@H]1CN([C@@H](C)CO)C(=O)Cc2cc(NS(=O)(=O)c3ccc(F)cc3)ccc2O[C@H]1CN(C)C(=O)Nc1ccccc1	-2.2
C[C@H](NC(=O)C[C@@H]1C[C@@H]2c3cc(NC(=O)CN(C)C)ccc3O[C@@H]2[C@H](CO)O1)c1ccccc1	0.1
O=C(C[C@@H]1C[C@H]2c3cc(NC(=O)c4ccc5c(c4)OCO5)ccc3O[C@H]2[C@@H](CO)O1)NCc1cc(F)ccc1F	-1.0

Screens from PubChem BioAssay.
